# Screening results as filed in PubChem.
# M1 PAM parental – counter-screen for M1 PAMs: effect in parental CHO-K1 cells. ATP EC20, Fluo-8 calcium fluorescence; 0% at ATP EC20, 100% at ATP max. activation, % at 3 µM. 360,000 tested, 0.02% active. AID 602247;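 active = activation above the run cutoff, the mean activation of all test compounds plus 3 SD, cut at about 40% in these data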;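 note: peak over basal fluorescence ratio in a 140 s read after ATP addition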
# M1 antag – antagonists of human M1 muscarinic receptor. inhibition, % at 3 µM. AID 588852. 360,000 tested, 1.3% active. CHO-K1 hM1, Fluo-8 calcium fluorescence, ACh EC80 antagonist. P11229;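 active = percent inhibition above its own plate's cutoff, namely the mean of that plate's compound wells plus 3 SD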;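 note: peak over basal fluorescence ratio during 140 s after agonist addition; 0% = ACh EC80 plus DMSO and 100% = DMSO alone without agonist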
# TAAR1 ag – human TAAR1 agonism; CHO RD-HGA16 TAAR1, Fluo-8 calcium fluorescence; vehicle wells 0%, saturating PEA agonist 100%; activation, % at 3 µM; 360,000 tested, 0.99% active;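 active = activation above the mean activation of all test compounds in the run plus 3 SD, cut at about 38% in these data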
# Target sequence (Q96RJ0 whole entry, looked up): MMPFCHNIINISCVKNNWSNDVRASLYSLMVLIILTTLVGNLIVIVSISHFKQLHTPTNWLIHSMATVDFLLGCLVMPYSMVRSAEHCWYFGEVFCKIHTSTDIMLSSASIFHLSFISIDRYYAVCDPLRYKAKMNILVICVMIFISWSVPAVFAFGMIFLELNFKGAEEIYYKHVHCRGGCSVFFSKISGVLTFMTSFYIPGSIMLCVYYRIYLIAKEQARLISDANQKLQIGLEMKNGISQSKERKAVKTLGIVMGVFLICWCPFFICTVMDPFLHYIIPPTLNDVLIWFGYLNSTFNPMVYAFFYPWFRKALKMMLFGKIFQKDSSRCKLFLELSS
#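 System: CHO RD-HGA16 cells carrying human TAAR1 plus Gα16; Incubation: 17-24 h seeding, 75 min 37 °C dye, 30 min RT; Measured by: Fluo-8 fluorescence, 5 s baseline then 140 s kinetic read; Control set: DMSO and PEA EC100; Replication: single well for each compound.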
# CHO-K1 Ca ag – nonselective activator or artifact in parental CHO-K1 cells. Fluo-8 calcium fluorescence; scaled to maximal ATP response, vehicle zero. activation, % at 3 µM. 360,000 tested, 0.48% active; in the data active = activation above about 15%;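 note: untransfected CHO-K1 host cells lacking M1 receptor as counterscreen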
# OXTR potentiate – potentiates the human oxytocin receptor response; P30559; CHO-OTR cells, Fluo-8 calcium fluorescence, potentiator mode; 0% = oxytocin EC15, 100% = EC100; activation, % at 3 µM; 320,000 tested, 0.061% active; AID 2445;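 active = activation above that plate's cutoff, the mean activation of tested compounds plus 3 SD, cut at about 6.6% in these data, passing the limit was not always enough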;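 note: 100% uses oxytocin at 75 nM as the full agonist control; some results filed as inactive read as strong as hits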
# Target sequence (P30559 whole entry, looked up): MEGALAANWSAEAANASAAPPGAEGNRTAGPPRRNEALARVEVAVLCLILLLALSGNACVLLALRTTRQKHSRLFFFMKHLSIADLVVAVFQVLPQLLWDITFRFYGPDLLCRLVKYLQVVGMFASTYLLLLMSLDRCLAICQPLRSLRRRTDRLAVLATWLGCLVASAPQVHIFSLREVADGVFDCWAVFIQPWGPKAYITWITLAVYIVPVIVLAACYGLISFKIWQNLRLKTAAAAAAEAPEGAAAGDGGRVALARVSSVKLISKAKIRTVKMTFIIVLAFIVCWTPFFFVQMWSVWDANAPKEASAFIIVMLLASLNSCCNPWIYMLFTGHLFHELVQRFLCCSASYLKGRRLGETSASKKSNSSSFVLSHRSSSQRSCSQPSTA
#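 System: human OTR in CHO cells / Also added: sub-maximal oxytocin, roughly EC15 / Control set: EC15 oxytocin low, 75 nM oxytocin high / Schedule: 6 min compound pre-incubation at room temperature, 100 s kinetic read / Compound: single-point 3.0 µM / Replication: singlicate / Technique: Fluo-8 calcium dye fluorescence / Read-out basis: % activation of max/min ratio relative to oxytocin controls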
# M1 ag – agonists of human M1 muscarinic receptor | 360,000 tested, 0.33% active | activation, % at 3 µM | CHO-K1 hM1, Fluo-8 calcium fluorescence, agonist mode; 0% DMSO, 100% acetylcholine EC100 | P11229;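 active = activation above the run's mean compound activation plus 3 SD, cut at about 16% in these data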;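 note: peak over basal fluorescence ratio within a 140 s kinetic read after compound addition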
# CHO-K1 Ca antag – nonselective inhibitor or artifact in parental CHO-K1 cells. ATP-induced calcium, Fluo-8 fluorescence. inhibition, % at 3 µM. 360,000 tested, 0.6% active;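 active = inhibition above a per-plate cutoff, the plate's mean sample inhibition plus 3 SD, cut at about 24% in these data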;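 note: 0% = DMSO plus EC80 ATP and 100% = DMSO alone without ATP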
# TAAR1 antagonist – human TAAR1 antagonism | AID 624466 | CHO RD-HGA16 TAAR1, Fluo-8 calcium fluorescence, antagonist | inhibition, % at 3 µM | 360,000 tested, 1.5% active;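 active = inhibition above a per-plate cutoff, the mean inhibition of test compounds on that plate plus 3 SD, cut at about 49% in these data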;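 note: 0% = DMSO plus EC80 beta-PEA response and 100% = DMSO alone without agonist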
#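 Assay system: CHO-derived RD-HGA16 cells stably expressing human TAAR1 plus Gα16. Timing: 140 s kinetic read after compound, 140 s after agonist. Technique: kinetic Fluo-8 calcium fluorescence measurement. Measure: % inhibition of agonist calcium response.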
# CHO parental Ca – counter-screen: ATP calcium response change in parental CHO cells. parental CHO-K1, ATP-induced calcium, Fluo-8 fluorescence. inhibition, % at 5.6 µM. AID 463079. 330,000 tested, 0.63% active;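 active = inhibition above that plate's mean sample inhibition plus 3 SD, cut at about 26% in these data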;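 note: 0% = ATP-challenged DMSO wells and 100% = DMSO wells without ATP; some compounds past the cut are filed as inactive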
#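 Assay system: untransfected parental CHO cell line. Also added: ATP agonist challenge. Dosing: one dose, 5.6 µM nominal. Measured by: Fluo-8 fluorescence. Read-out: % inhibition. Benchmarks: ATP wells versus no-ATP DMSO wells. Repeats: no replicates.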
# * hit, by the source's call; . = not tested or not shown.
SMILES,M1 PAM parental,M1 antag,TAAR1 ag,CHO-K1 Ca ag,OXTR potentiate,M1 ag,CHO-K1 Ca antag,TAAR1 antagonist,CHO parental Ca
CC1CN(C(=O)c2ccc(Br)c(S(=O)(=O)N3CCOCC3)c2)CC(C)O1 (stereo not drawn),-4,8,8,-0.3,-2,0,-6,5,-4
O=C(Oc1cccnc1)c1ccc([N+](=O)[O-])cc1Cl,15,-7,0,12,-3,-7,-9,-7,3
COc1ccc(Nc2ncc(C(=O)N3CCC(C(N)=O)CC3)c3ccccc23)cc1,7,9,2,-0.1,-11,0,-2,-4,-8
CC(C)CNC(=O)c1cccc2c1-c1ccccc1C2=O,-17,-5,4,0.7,-13,-4,-23,4,-18
CCOc1ccc(C2CC(=O)NC2=O)cc1 (stereo not drawn),5,-5,5,0.1,-9,-1,4,-8,-4
COc1ccc(C(=O)NCC(c2cccs2)N2CCOCC2)cc1OC (stereo not drawn),13,-12,2,0.3,-4,-4,-13,-7,-9
CN(C(=O)C1CCCO1)c1nnc(-c2cnccn2)s1 (stereo not drawn),5,4,1,0.3,-8,-3,2,-8,2
Cc1ccc2c(CC(=O)OC(C)C(=O)Nc3ncc(Cl)cc3Cl)coc2c1 (stereo not drawn),27,-7,-2,3.3,-9,-3,-10,-14,-24
OC[C@@H]1[C@@H](c2ccc(F)cc2)C(c2ccccc2)=NN1c1ccccc1,4,-12,0,0.1,.,-5,-1,18,-19
NNc1nc(-c2ccccc2Cl)c2cc(Br)ccc2n1,-8,-2,7,-0.1,-14,-1,9,5,-8
CCCCOc1ccc(S(=O)(=O)NC(=O)C2(C)CCN2C(=O)CCc2ccccc2)cc1 (stereo not drawn),-13,-9,0,-0.3,.,2,12,-3,.
CCOC(=O)Cn1c(=S)[nH]c2c(oc3ccc(Cl)cc32)c1=O,12,-12,9,0.3,-5,0,-10,-20,-3
Cn1c(Cl)cnc1C1CC(=O)c2cc(Cl)ccc2O1 (stereo not drawn),7,-16,8,-0.1,0,-3,3,-28,-11
Cc1cc(Nc2c(C)cccc2C)n2nc(C)nc2n1,16,-19,1,0.6,0,-3,-3,1,-3
Cc1nc(C(C)NC(=O)c2cc(COc3ccc(F)c(F)c3)on2)cs1 (stereo not drawn),24,-6,15,6.3,-7,4,-18,-9,-11
Cc1ccc(Sc2c(O)c3ccccc3n(C)c2=O)cc1,-14,4,14,-0.6,.,-1,12,-2,.
CC(C)[C@H](NC(N)=O)C(=O)NCCc1ccc(Cl)cc1,-10,7,0,-0.7,-8,-1,-3,15,-16
CC(NC(=O)CCNC(=O)c1ccc(Br)cc1)c1ccc(S(N)(=O)=O)cc1 (stereo not drawn),7,-7,1,0.7,-2,4,0,-15,-5
COc1ccccc1OCc1n[nH]c(=S)n1Cc1ccccc1,19,3,6,0.2,-5,-6,-9,4,3
COC(=O)CSc1snnc1-c1ccc(Cl)cc1Cl,-8,8,2,-0.7,-17,-5,18,3,-1
CS(=O)(=O)N(CC(=O)NC1CCCCCC1)Cc1ccccc1,22,-10,2,0.8,-12,-7,-15,-23,-11
COc1ccc2[nH]c3c(c2c1)CCN1C(=O)C(CC(=O)NCCc2ccccn2)C[C@H](C(=O)N2CCOCC2)[C@@]31C (stereo partly drawn),-3,19,3,-0.6,.,-4,3,3,-3
CSc1nc(-c2ccc(Cl)cc2)c(C#N)c(=O)[nH]1,14,5,0,0.1,-8,-2,-4,2,-3
O=C(NCc1csc(-c2cccs2)n1)Nc1ccc(C(F)(F)F)cc1,17,-11,0,0.7,-2,-2,-5,-52,18

# Individual results from the list:
# Entry for NNc1nc(-c2ccccc2Cl)c2cc(Br)ccc2n1 in TAAR1 ag: 7
# Entry for Cn1c(Cl)cnc1C1CC(=O)c2cc(Cl)ccc2O1 (stereo not drawn) in M1 ag: -3

# 11 entries from above in another layout:
Structure	M1 PAM parental	M1 antag	TAAR1 ag	CHO-K1 Ca ag	OXTR potentiate	M1 ag	CHO-K1 Ca antag	TAAR1 antagonist	CHO parental Ca
CC1CN(C(=O)c2ccc(Br)c(S(=O)(=O)N3CCOCC3)c2)CC(C)O1 (stereo not drawn)	-4	8	8	-0.3	-2	0	-6	5	-4
O=C(Oc1cccnc1)c1ccc([N+](=O)[O-])cc1Cl	15	-7	0	12	-3	-7	-9	-7	3
COc1ccc(Nc2ncc(C(=O)N3CCC(C(N)=O)CC3)c3ccccc23)cc1	7	9	2	-0.1	-11	0	-2	-4	-8
CC(C)CNC(=O)c1cccc2c1-c1ccccc1C2=O	-17	-5	4	0.7	-13	-4	-23	4	-18
CCOc1ccc(C2CC(=O)NC2=O)cc1 (stereo not drawn)	5	-5	5	0.1	-9	-1	4	-8	-4
COc1ccc(C(=O)NCC(c2cccs2)N2CCOCC2)cc1OC (stereo not drawn)	13	-12	2	0.3	-4	-4	-13	-7	-9
CN(C(=O)C1CCCO1)c1nnc(-c2cnccn2)s1 (stereo not drawn)	5	4	1	0.3	-8	-3	2	-8	2
Cc1ccc2c(CC(=O)OC(C)C(=O)Nc3ncc(Cl)cc3Cl)coc2c1 (stereo not drawn)	27	-7	-2	3.3	-9	-3	-10	-14	-24
OC[C@@H]1[C@@H](c2ccc(F)cc2)C(c2ccccc2)=NN1c1ccccc1	4	-12	0	0.1	.	-5	-1	18	-19
NNc1nc(-c2ccccc2Cl)c2cc(Br)ccc2n1	-8	-2	7	-0.1	-14	-1	9	5	-8
CCCCOc1ccc(S(=O)(=O)NC(=O)C2(C)CCN2C(=O)CCc2ccccc2)cc1 (stereo not drawn)	-13	-9	0	-0.3	.	2	12	-3	.

# Next section
SMILES,M1 PAM parental,M1 antag,TAAR1 ag,CHO-K1 Ca ag,OXTR potentiate,M1 ag,CHO-K1 Ca antag,TAAR1 antagonist,CHO parental Ca
CCOC(=O)c1[nH]c(C)c(C(=O)/C=C/c2ccc(C(=O)O)cc2)c1C,6,-10,3,-0.2,-2,0,-3,-8,-4
CCn1c(=O)cc(SCC(=O)N2CCC(C)CC2)c2ccccc21,16,1,11,1.2,-5,-3,-8,5,-9
CCN(CC)S(=O)(=O)c1cccc(C(=O)N/N=C/c2cccc(O)c2O)c1,-4,-7,17,2.4,-3,-1,6,17,-11
COc1cccc(OC)c1C(=O)OCC(=O)NCCNC(=O)COC(=O)c1c(OC)cccc1OC,8,2,0,1.5,.,-3,-4,-14,.
COc1ccc(OC)c(NC(=O)NNC(=O)COc2ccc([N+](=O)[O-])cc2)c1,14,3,0,4.0,-9,-3,-3,-7,-6
Oc1c(C=Nc2ccccc2)sc2ccccc12,15,-4,18,3.8,1,-2,-1,13,-1
COc1ccc(N2C(=O)CC(Sc3nnnn3-c3ccc(F)cc3)C2=O)cc1 (stereo not drawn),11,-4,0,2.0,-4,-2,-6,2,-13
Cc1ccc(CN(C)CC(=O)Nc2ccc3c(c2)CCC3)cc1,25,-10,10,0.2,-4,-7,-17,-8,-10
O=P(O)(O)c1ccccc1OCCOCCOc1ccccc1P(=O)(O)O,-8,-11,10,0.8,-5,-1,1,15,-1
Cn1c(=O)c2[nH]c(CCCc3nc4ccccc4[nH]3)nc2n(C)c1=O,13,-4,1,0.5,.,-1,-8,-4,.
CCOc1ccc(NC(=S)Nc2ccc(OCC)cc2)cc1,17,-8,2,0.5,-12,-6,-12,1,-14
CCn1c(CNC(=O)c2cc(OC)c(OC)c(OC)c2)cc2cc(C)ccc21,-4,48*,0,21*,-13,1,36*,4,25
O=C(NC1CCCC1)C1CCCN(S(=O)(=O)c2ccc(F)cc2)C1 (stereo not drawn),12,-15,4,0.5,-9,-3,0,0,-12
CC(=O)N1N=C(c2ccco2)CC1c1cccs1 (stereo not drawn),-2,-6,9,0.1,-5,-5,-7,5,-14
CC(=O)c1ccc(N2CCN(C(=S)Nc3ccc(Oc4ccccc4)cc3)CC2)cc1,-14,35*,5,12,-14,-2,21,44,45*
O=C(Nc1ccccc1)Nc1ccncc1,-6,-10,82*,0.6,-15,-3,0,53*,1
COc1ccccc1N1CCN(S(=O)(=O)c2ccc(Cl)s2)CC1,15,-4,22,2.2,-11,8,-17,-1,-6
COc1ccc(C2=C(C#N)C(=O)OC2)cc1,22,-1,10,0.6,-1,-5,-5,2,-4
O=C(Nc1nnc(C2CCCCC2)s1)C1CC(=O)N(c2ccc(F)cc2)C1 (stereo not drawn),-1,-11,10,0.7,-6,0,-18,-1,-29
O=C(NC1CCCC1)C(c1ccsc1)N(C(=O)Cc1cccs1)c1ccccc1 (stereo not drawn),12,-17,3,2.0,-3,-3,-21,-14,-20
Clc1ccc(/C=C/c2nc3ccccc3[nH]2)c(Cl)c1,8,2,6,0.2,-3,-7,-5,12,-10
CC(C)(C)c1ccc(C(=O)N2CCC2(C)C(=O)Nc2ccc3nc[nH]c3c2)cc1 (stereo not drawn),11,-8,.,3.3,.,2,-18,.,.
O=S(=O)(Nc1cccc2cn[nH]c12)c1ccc(F)cc1,14,-19,10,1.6,-6,-1,-9,-4,-12
O=C(Cc1ccccc1)Nc1c2c(nn1-c1cccc(Cl)c1)CS(=O)(=O)C2,14,1,1,1.0,-2,-3,-15,4,-13
COc1ccc2c(c1)C=C([C@@H]1C[C@H]3CN(c4ccccc4)C(=O)[C@]34CCCN14)CO2,27,58*,-4,1.8,1,-13,-8,1,-17
CCc1ccccc1-n1nnnc1-c1cnccc1C(F)(F)F,-11,11,1,0.5,-1,-1,1,-12,1
CCOC(=O)c1c(C)[nH]c(C(=O)OCC(=O)Nc2cc(C)nn2-c2ccccc2)c1C,0,-7,-1,-0.1,-1,-6,4,-5,-21
O=C(c1ccc(Cl)cc1)N1CCC(C(=O)N2CCN(c3ncccn3)CC2)CC1,18,1,0,0.5,-4,-8,-15,3,-4
O=C(Cn1cncn1)NCc1cc(F)ccc1F,-11,-2,2,0.0,-6,-3,-12,-14,8
Cc1cc(C)[n+](-c2ccc(F)cc2)c2[nH]c(=O)[nH]c(=O)c12,8,12,2,3.5,-1,-8,-8,3,-1
O=C(CCCN1C(=O)/C(=C\c2ccccc2)SC1=S)Nc1ccc(O)cc1,14,-5,8,4.7,-9,2,-4,-3,-5
